# Screening results as filed in PubChem BioAssay.
# TrxR1 inh – inhibitors of rat thioredoxin reductase 1; hit rate 1% among 390,000; AID 588453; recombinant rTrxR1, NADPH fluorescence consumption, selenite substrate; Potency, µM (top dose mostly 114 µM), for the others: at the highest dose activity change, negative = inhibition, actives largely listed as inhibitors; also: potency is read from the fitted curve at half-maximal effect; % is scaled to controls: 0 for no effect and ±100 for the full control effect; nearly all actives have a fitted effect of over 65% in size
# Target sequence (O89049 whole entry, looked up): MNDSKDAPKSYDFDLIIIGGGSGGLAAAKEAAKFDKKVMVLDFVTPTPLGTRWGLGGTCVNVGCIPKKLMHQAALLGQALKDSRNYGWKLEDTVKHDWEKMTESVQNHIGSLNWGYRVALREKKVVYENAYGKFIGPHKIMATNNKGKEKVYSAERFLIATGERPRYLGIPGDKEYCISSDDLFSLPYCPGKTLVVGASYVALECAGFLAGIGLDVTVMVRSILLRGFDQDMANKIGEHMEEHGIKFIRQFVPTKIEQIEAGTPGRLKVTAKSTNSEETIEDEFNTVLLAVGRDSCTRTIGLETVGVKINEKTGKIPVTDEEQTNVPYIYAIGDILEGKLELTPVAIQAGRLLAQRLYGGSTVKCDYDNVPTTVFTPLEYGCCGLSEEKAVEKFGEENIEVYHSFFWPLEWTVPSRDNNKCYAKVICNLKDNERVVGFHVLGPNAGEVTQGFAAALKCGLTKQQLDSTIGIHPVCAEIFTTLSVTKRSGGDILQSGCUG
#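 Rat TrxR1 (90 nM in the dispensed reagent) was pre-reduced with 400 uM NADPH for 5 min at room temperature, then incubated with compound for 15 min. After 400 uM selenite was added, NADPH fluorescence (Ex 340/Em 450 nm) was followed for 8 min.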
# TRHR PAM – allosteric enhancers of human TRH receptor | P34981 | TRHR cells, fluo-8 calcium fluorescence, EC20 TRH enhancement | enhancement, % at 2 µM | hit rate 0.66% among 360,000; in the data active = enhancement above about 30%; also: 0% is about no effect
# Target sequence (P34981 whole entry, looked up): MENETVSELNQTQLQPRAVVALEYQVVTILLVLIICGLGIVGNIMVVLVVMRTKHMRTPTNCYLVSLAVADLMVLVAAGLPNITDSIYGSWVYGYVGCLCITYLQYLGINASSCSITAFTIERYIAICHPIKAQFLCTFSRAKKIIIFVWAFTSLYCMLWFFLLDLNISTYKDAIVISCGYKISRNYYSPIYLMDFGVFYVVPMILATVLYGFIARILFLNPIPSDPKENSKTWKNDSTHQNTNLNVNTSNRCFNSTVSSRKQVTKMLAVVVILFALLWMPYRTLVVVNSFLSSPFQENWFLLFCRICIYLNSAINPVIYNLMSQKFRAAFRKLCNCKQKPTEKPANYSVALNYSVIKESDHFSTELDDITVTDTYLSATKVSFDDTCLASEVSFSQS
#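 TRHR-expressing cells loaded with fluo-8 calcium dye were read kinetically (ex 480/em 530) during compound addition, then stimulated with an EC20 of TRH (10 nM final). Enhancement of the Gq-mediated intracellular calcium response was scored.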
# TRHR ag – TRH receptor (human) agonism; activation, % at 2 µM; P34981; AID 493084; hit rate 0.18% among 360,000; TRHR cells, calcium flux fluo-8, FDSS agonist mode; in the data active = activation above about 30%; also: 0% is about no effect
#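 In this calcium-flux screen, cells bearing human TRHR are dye-loaded with fluo-8, baselined for 10 cycles, then exposed to library compounds; positive kinetic calcium responses during the agonist phase mark hits, with TRH as control.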
# D2 agonist – agonists of human D2 dopamine receptor; AID 485358; hit rate 0.53% among 340,000; HEK293 T-REx D2 cells, calcium flux agonist mode; activation, % at 2 µM; P14416;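 active = activation over 3 SD above normal in the single-dose calcium agonist read, cut at about 30% in these data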; also: 0% is about no effect
#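 Tetracycline-induced HEK293 T-REx cells with force-coupled D2 receptor, plated overnight at 30 C, loaded with no-wash calcium dye. After a 10 s baseline, compound was pin-added and calcium flux read kinetically for 180 s; calcium rises flagged agonists.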
# TrxR1 substrate – substrates of rat thioredoxin reductase 1; O89049; purified TrxR1 substrate turnover, NADPH consumption readout; Potency, µM (highest dose often 114 µM), for the others: at the highest dose activity change, negative = substrate turnover; hit rate 0.01% among 390,000; AID 588456; also: potency is read from the fitted curve at half-maximal effect; % is scaled to controls: 0 for no effect and ±100 for the full control effect; nearly all actives have a fitted effect of over 50% in size
#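 Rat TrxR1, dispensed at 90 nM, was prereduced with 400 uM NADPH (final) for 5 min at ~22 deg C, then incubated with compound 15 min before 400 uM selenite. A first-read NADPH fluorescence drop versus no-compound background flagged substrates.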
# D2 antag – antagonists of human D2 dopamine receptor. P14416. HEK293 TREx D2 cells, calcium flux, dopamine EC80. inhibition, % at 10 µM. hit rate 2% among 340,000. AID 485344; in the data active = inhibition above about 30%; also: 0% is about no effect
#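 Tetracycline-induced HEK293 T-REx cells expressing D2 force-coupled to calcium signalling were dye-loaded, exposed to compound for 180 s, then challenged with an EC80 of dopamine; calcium flux was followed kinetically for a further 180 s.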
# Pin1 inhibitor – human Pin1 inhibition; Q13526; Pin1 FP peptide displacement, HiFluor488, 10 min; Potency, µM (titrated, usually from 115 µM), inactives show top-dose activity, negative = inhibition, actives largely listed as inhibitors; hit rate 0.009% among 390,000; active = well fitted inhibition curve with a large enough effect in the polarisation, with a control signal flat, not every such curve was filed as active; inconclusive = small, poorly fitted or top-dose-only effect, or effect the other way, or a change in a side signal; inactive = no such curve, though single readings can be large or run the other way; the % refers to the polarisation; also: potency is read from the fitted curve at half-maximal effect; % is scaled to controls: 0 for no effect and ±100 for the full control effect
# Target sequence (Q13526 whole entry, looked up): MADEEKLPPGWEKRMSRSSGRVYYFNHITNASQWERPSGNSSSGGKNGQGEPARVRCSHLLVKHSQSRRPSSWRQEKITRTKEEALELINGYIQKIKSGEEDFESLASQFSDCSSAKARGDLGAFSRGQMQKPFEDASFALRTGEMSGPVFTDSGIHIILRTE
# USP1-UAF1 inh – USP1/UAF1 (human) deubiquitinase inhibition; O94782; recombinant USP1/UAF1, Ub-Rhodamine cleavage fluorescence; Potency, µM (series often up to 57.1 µM), inactives show at the top dose activity change, negative = inhibition, most hits filed as inhibitors; hit rate 0.23% among 390,000; AID 743255; also: potency is read from the fitted curve at half-maximal effect; % is scaled to controls: 0 for no effect and ±100 for the full control effect; nearly all actives have a fitted effect of over 60% in size; inactives centre near -12
#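 USP1/UAF1 complex (1 nM) preincubated 15 min at room temperature with compound, then Ub-Rho substrate (150 nM final) added. Kinetic fluorescence at 480/540 nm over 6 reads at 60 s intervals; 50 mM HEPES pH 7.8, 0.5 mM EDTA, 0.1 mg/ml BSA, 1 mM TCEP, 0.01% Tween-20.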
# IDH1 R132H inh – blocks human mutant IDH1 R132H enzyme; O75874; hit rate 0.093% among 390,000; Potency, µM (titrated, usually from 76.6 µM), without a hit: at the highest dose activity change, negative = inhibition, usual class: inhibitors; IDH1-R132H enzyme, NADPH consumption, diaphorase/resazurin fluorescence; AID 602179; also: potency is read from the fitted curve at half-maximal effect; % is scaled to controls: 0 for no effect and ±100 for the full control effect; nearly all actives have a fitted effect of over 65% in size
#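 IDH1-R132H (0.5 ug/mL dispensed) in pH 7.5 Tris buffer was preincubated 30 min with compound, then given a substrate mix of 0.016 mM NADPH and 2 mM alpha-KG for 80 min at room temperature; remaining NADPH was read by diaphorase/resazurin fluorescence.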
# * = called active by the depositor; ? = inconclusive; nt = not tested or not shown; [ ] = remark or other dose. Unless noted, calls follow the shape of the dose curve; as a rule, active = well fitted inhibition curve with a large enough effect; inconclusive = small, poorly fitted or top-dose-only effect; inactive = no such curve, though single readings can be large or run the other way. Some of the compounds tested (hit frequency here may not be typical).
no.	compound	TrxR1 inh	TRHR PAM	TRHR ag	D2 agonist	TrxR1 substrate
1	Cc1noc(C)c1COc1cccc(C(=O)Nc2ccc(OCc3ccccc3)cc2)c1	18%	-1	0.3	-0.8	5%
2	Cc1cc(NC(=O)C(=O)NCCN2CCN(C(=O)c3cccs3)CC2)ccc1Br	-5%	8	-1.3	22	2%
3	Cc1cc(C)cc(NC(=O)N2CCCC2C(=O)Nc2ccc(-n3cnnn3)cc2)c1 (stereo unspecified)	5%[11.4 µM]	-6	-0.4	-1.3	-5%[11.4 µM]
4	CCOc1cccc2sc(NC(=O)CC)nc12	10%	-9	-0.4	0.1	12%[57.1 µM]
5	CCOc1cc(N2CCOCC2)c(OCC)cc1NC(=O)CN1CCCC(C)C1 (stereo unspecified)	6%	0	0.4	0.6	-2%
6	COCCn1c(SCC(=O)c2ccccc2)nc2ccccc2c1=O	21%[57.1 µM]	-5	-0.9	-0.5	3%[57.1 µM]
7	O=C(NC1CCCCC1)c1cc(-c2ccco2)on1	-11%	3	-0.3	0.3	-3%
8	O=C(CN1CCN(S(=O)(=O)c2ccc(Br)cc2)CC1)Nc1ccccc1C(=O)c1ccccc1	-4%	3	0.7	0.8	-4%
9	CCn1c(CNC(=O)c2ccc3c(c2)OCO3)nnc1SCC(=O)Nc1ccccc1F	25%[57.1 µM]	-1	-0.9	-0.2	8%[57.1 µM]
10	CCN(CC)C(=O)[C@H]1C[C@H](CC(=O)NC/C=C(\C)CCC=C(C)C)C(=O)N2CCc3c([nH]c4ccc(Cl)cc34)[C@]12C	-9%	nt	nt	nt	-15%
11	CCCCNC(=O)CCSc1ccc(C)cc1	-8%	25	-0.5	0.4	-5%
12	COc1ccc(CNc2oc(C)nc2C#N)cc1	11%	-5	0.0	0.4	15%

no.	D2 antag	Pin1 inhibitor	USP1-UAF1 inh	IDH1 R132H inh
1	-1	0%	-13%	0%
2	27	1%	-17%	3%
3	2	2%	-3%	-1%
4	10	2%	-3%	4%
5	3	-18%	-19%	12%
6	7	4%	-24%	3%
7	-3	13%	-8%	4%
8	6	2%	1%	5%
9	4	-1%	-10%	26%
10	nt	?	?	-12%
11	7	-2%	-13%	2%
12	22	-6%	-19%	0%

no.	compound	TrxR1 inh	TRHR PAM	TRHR ag	D2 agonist	TrxR1 substrate
13	N#CC1=C(N)SC2(CCCCC2)SC1c1ccccc1 (stereo unspecified)	-12%[57.1 µM]	-3	4.5	2.9	12%[57.1 µM]
14	C=C(C)Cn1c(=S)[nH]c2ccccc2c1=O	64%[activator]	-4	-0.3	-0.4	114%[activator]
15	Cc1ccc(OCCN2C(=O)C(=O)c3cccc(C)c32)cc1	13%	3	1.7	-0.5	-3%
16	CN(C)c1ccc(NC(=O)CN2CCc3ccccc3C2)cc1	5%	1	0.0	0.4	-2%
17	COc1ccc(N(CC(=O)NC2CCS(=O)(=O)C2)S(=O)(=O)c2ccc(Cl)c(Cl)c2)cc1 (stereo unspecified)	12%	7	0.2	-1.0	-2%[57.1 µM]
18	O=C(CCN1C(=O)c2ccccc2C1=O)Nc1cccc(S(=O)(=O)N2CCCCC2)c1	12%	-5	-0.2	0.3	4%
19	Cc1onc(-c2ccccc2)c1CNC(=O)CN1C(=O)c2ccccc2C1=O	38%[activator]	5	0.2	0.1	10%
20	CCOC(=O)N1CCC(Nc2c(NCCCN3CCN(CC)CC3)c(=O)c2=O)CC1	15%[57.1 µM]	1	-0.2	0.4	-2%[57.1 µM]
21	Cc1noc(C)c1S(=O)(=O)N(C)C[C@H]1Oc2ccc(NC(=O)CCC(F)(F)F)cc2C(=O)N([C@H](C)CO)C[C@@H]1C	15%	nt	nt	nt	5%
22	O=C(CSc1nnc(Cc2ccccc2)o1)c1ccc(F)cc1	24%[57.1 µM]	-4	0.3	-0.4	13%[11.4 µM]
23	Cc1ccc(OC(=O)c2sc3ncn(C)c(=O)c3c2C)cc1	-17%	-6	0.7	0.5	-2%
24	CCOc1ccc(C(=O)NN2C(=S)NC(C)(C)C=C2C)cc1	-87%	-4	-0.3	0.0	7%[57.1 µM]

no.	D2 antag	Pin1 inhibitor	USP1-UAF1 inh	IDH1 R132H inh
13	8	1%	-25%	4%
14	-5	?	-18%	-2%
15	-24	-12%	-10%	9%
16	1	-6%	-14%	0%
17	-15	-2%	-9%	-7%
18	2	-1%	-26%	3%
19	0	2%	1%	0%
20	-2	-1%	-2%	3%
21	nt	-5%	?	-10%
22	2	10%	?	3%
23	9	-4%	-9%	0%
24	-2	5%	-8%	0%

# Given with tabs: entries from further up.
item	compound	TrxR1 inh	TRHR PAM	TRHR ag	D2 agonist	TrxR1 substrate	D2 antag	Pin1 inhibitor	USP1-UAF1 inh	IDH1 R132H inh
15	Cc1ccc(OCCN2C(=O)C(=O)c3cccc(C)c32)cc1	13%	3	1.7	-0.5	-3%	-24	-12%	-10%	9%
16	CN(C)c1ccc(NC(=O)CN2CCc3ccccc3C2)cc1	5%	1	0.0	0.4	-2%	1	-6%	-14%	0%
17	COc1ccc(N(CC(=O)NC2CCS(=O)(=O)C2)S(=O)(=O)c2ccc(Cl)c(Cl)c2)cc1 (stereo unspecified)	12%	7	0.2	-1.0	-2%[57.1 µM]	-15	-2%	-9%	-7%
18	O=C(CCN1C(=O)c2ccccc2C1=O)Nc1cccc(S(=O)(=O)N2CCCCC2)c1	12%	-5	-0.2	0.3	4%	2	-1%	-26%	3%
19	Cc1onc(-c2ccccc2)c1CNC(=O)CN1C(=O)c2ccccc2C1=O	38%[activator]	5	0.2	0.1	10%	0	2%	1%	0%
20	CCOC(=O)N1CCC(Nc2c(NCCCN3CCN(CC)CC3)c(=O)c2=O)CC1	15%[57.1 µM]	1	-0.2	0.4	-2%[57.1 µM]	-2	-1%	-2%	3%
21	Cc1noc(C)c1S(=O)(=O)N(C)C[C@H]1Oc2ccc(NC(=O)CCC(F)(F)F)cc2C(=O)N([C@H](C)CO)C[C@@H]1C	15%	nt	nt	nt	5%	nt	-5%	?	-10%
22	O=C(CSc1nnc(Cc2ccccc2)o1)c1ccc(F)cc1	24%[57.1 µM]	-4	0.3	-0.4	13%[11.4 µM]	2	10%	?	3%
23	Cc1ccc(OC(=O)c2sc3ncn(C)c(=O)c3c2C)cc1	-17%	-6	0.7	0.5	-2%	9	-4%	-9%	0%
24	CCOc1ccc(C(=O)NN2C(=S)NC(C)(C)C=C2C)cc1	-87%	-4	-0.3	0.0	7%[57.1 µM]	-2	5%	-8%	0%

# Later entries.
no.	compound	TrxR1 inh	TRHR PAM	TRHR ag	D2 agonist	TrxR1 substrate
25	COc1cc(C2(O)CCCCC2C)cc(OC)c1OC (stereo unspecified)	-6%	-7	-1.0	-0.8	-10%
26	OCCN1CN=C(Nc2nc3ccccc3s2)NC1	-12%	-1	0.5	-0.6	-8%
27	COc1ccc(C2C(C(C)=O)=C(O)C(=O)N2CCCn2ccnc2)cc1 (stereo unspecified)	3%	8	0.3	0.0	-6%
28	COc1ccc([C@H]2CC(=O)C=C(c3cccc(CO)c3)C2)cc1OC	9%	0	-0.6	0.8	-2%
29	CC(=O)Nc1ccc(S(=O)(=O)N2CCC(n3c(C(F)(F)F)nc4cccnc43)CC2)cc1	9%[57.1 µM]	4	0.1	nt	4%[57.1 µM]
30	CCC1CC(C)(C(=O)Nc2ccc(S(N)(=O)=O)cc2)OC1=O (stereo unspecified)	14%	0	1.2	-1.0	-3%
31	CCOc1ccc(C2C(C(N)=O)=C(C)Nc3ncnn32)cc1OC (stereo unspecified)	9%	-1	0.3	0.4	1%
32	CCn1nnnc1NCc1ccc(OCc2ccc(F)cc2Cl)c(OC)c1	42%[activator]	1	-0.9	-1.9	6%
33	O=C(CSc1nc2ccccc2s1)N1c2ccccc2Sc2ccc(Cl)cc21	-23%	-2	0.7	-1.0	6%[57.1 µM]
34	CC(=O)Nc1ccc(C(=O)N/N=C/c2ccc(F)cc2)cc1	-15%	3	0.1	-0.2	-7%
35	CCC(c1nnnn1C1CCCCC1)N1CCN(C2CCCC2)CC1 (stereo unspecified)	1%[57.1 µM]	21	-0.1	-1.6	6%
36	O=C(Nc1ccc2ncccc2c1)c1ccccc1	15%	2	0.6	0.0	3%

no.	D2 antag	Pin1 inhibitor	USP1-UAF1 inh	IDH1 R132H inh
25	-16	4%	-11%	4%
26	3	-1%	-9%	2%
27	-2	8%	8%	-2%
28	6	-3%	?	8%
29	nt	0%	-11%	-14%
30	12	-5%	-7%	-5%
31	4	8%	-12%	-3%
32	-7	2%	-12%	-10%
33	-20	-2%	-4%	7%
34	10	-3%	-21%	2%
35	-5	6%	-13%	0%
36	4	0%	-16%	7%

no.	compound	TrxR1 inh	TRHR PAM	TRHR ag	D2 agonist	TrxR1 substrate
37	O=C(CCC1CCCN(C(=O)c2ccoc2)C1)NCc1ccc(F)c(F)c1 (stereo unspecified)	11%	0	-0.3	-0.5	3%
38	CC1(C)CN=C(c2ccccc2)NC1	3%[2.29 µM]	nt	nt	nt	-1%[2.29 µM]
39	COC(=O)c1cn(CCOc2ccccc2F)c2ccccc12	-7%	7	0.8	0.2	-8%
40	CCC(=O)Nc1ccccc1C(=O)OCc1ccc(C(=O)c2ccccc2)cc1	12%[57.1 µM]	2	1.2	nt	5%[57.1 µM]

no.	D2 antag	Pin1 inhibitor	USP1-UAF1 inh	IDH1 R132H inh
37	1	-4%	-26%	-6%
38	nt	-5%	1%	3%
39	12	?	-12%	1%
40	nt	5%	-13%	1%
